MCF10A rerep = DNA re-replication induction in MCF 10a cells. AID 624296. actives 2.9% (n = 350,000). Potency, µM (highest dose often 46.1 µM), for inactives: at the top dose activity, positive = re-replication, usual class: activators. MCF 10A DNA re-replication, Hoechst nuclear intensity, 48 h; note: potency is the fitted concentration of half-maximal effect; % of control where 0% means no effect; nearly all actives have a fitted effect of over 50% in size
KB-3-1 tox = KB-3-1 parental cell cytotoxicity. KB-3-1 viability, CellTiter-Glo ATP luminescence, 72 h. Potency, µM (highest dose often 46.1 µM), for inactives: top-dose activity change, negative = cytotoxic, usual class: cytotoxic. actives 1.4% (n = 400,000); note: potency is the fitted concentration of half-maximal effect; % is set by controls: 0 for no effect and ±100 for the full control effect; nearly all actives have a fitted effect of over 60% in size
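Parental KB-3-1 viability, qHTS format: 72 h compound exposure, 37 °C; CellTiter-Glo; media-only wells and DMSO plates as controls; concentration-effect fits on corrected data.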
ATXN viability = reduces viability in counter-screen for ATXN expression inhibitors; S2 cells (HEK-293 line with an ATXN2-luciferase reporter) viability, CellTiter-Fluor protease fluorescence, 24 h; actives 0.49% (n = 400,000); AID 651635; Potency, µM (top dose mostly 56.7 µM), usual class: cytotoxic; note: potency is the fitted concentration of half-maximal effect; nearly all actives have a fitted effect of over 40% in size
HT1080 IDH1KD tx = toxicity to HT-1080 IDH1 knockdown cells (counter line); actives 2% (n = 360,000); Potency, µM (top dose mostly 46.1 µM), inactives show at the highest dose activity, negative = toxicity, most hits filed as cytotoxic; HT-1080 IDH1 knockdown viability, ATP luminescence, 48 h;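 note: potency is the fitted concentration of half-maximal effect; 0% = DMSO wells and -100% = cell-free medium wells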
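IDH1KD HT-1080 cells, 750/well, RPMI + 5% FBS; compound pinned after 2 h settling; 48 h, 37 °C; CellTiter-Glo luminescence; % activity normalised to DMSO and no-cell wells; curves fitted, classed by r2 and efficacy.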
SW480 rereplic = induces DNA re-replication in SW480 colon adenocarcinoma cells. actives 1.8% (n = 340,000). Potency, µM (titrated, usually from 46.1 µM), for the others: at the top dose re-replication activation, most hits filed as activators. SW480 DNA re-replication, Hoechst DNA content imaging, 48 h. AID 624297; note: potency is the fitted concentration of half-maximal effect; % of control where 0% means no effect; nearly all actives have a fitted effect of over 55% in size
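Quantitative HTS format with DMSO vehicle controls; 48 hr drug incubation at 37 C, then 40 min Hoechst staining and scanning imager measurement at 405 nm excitation.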
ATXN2 expr inh = inhibitors of ATXN2 expression; HEK-293 ATXN2-luciferase reporter, luminescence, 24 h; Potency, µM (top dose mostly 57 µM), for the others: at the top dose activity change, negative = inhibition, hits mostly inhibitors; actives 0.72% (n = 360,000); AID 1745845; note: potency is the fitted concentration of half-maximal effect; % is set by controls: 0 for no effect and ±100 for the full control effect; nearly all actives have a fitted effect of over 55% in size
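qHTS (up to 57 uM final) was run with 24 h compound exposure of reporter cells at 37 °C. Each well was multiplexed: SteadyGlo luminescence measured ATXN2-luciferase expression after a fluorogenic Gly-Phe-AFC viability readout (25 uM final).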
HT1080-NT tox = kills 2HG-producing HT-1080-NT fibrosarcoma cells. HT-1080-NT fibrosarcoma viability, CellTiter-Glo ATP luminescence, 48 h. actives 1.6% (n = 360,000). Potency, µM (titrated, usually from 46.1 µM), inactives show top-dose activity, negative = less viability, most hits filed as cytotoxic;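 note: NT is the 2HG producing partner of a matched IDH1 knockdown line; potency is the fitted concentration of half-maximal effect; 0% = DMSO-treated cells and -100% = media-only wells without cells; nearly all actives have a fitted effect of over 55% in size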
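Fibrosarcoma NT cells, 750 per well in 5% FBS RPMI, were exposed to compound for 48 hours. Viability: CellTiter-Glo luminescence.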
HepG2 tox = kills HepG2 cells in TGF-b inhibitor counter-screen. HepG2 CAGA-GFP viability, ATP luminescence, 18 h. Potency, µM (doses to about 46.1 µM), without a hit: top-dose activity change, negative = cytotoxicity, actives largely listed as cytotoxic. actives 0.76% (n = 410,000). AID 588856; note: potency is the fitted concentration of half-maximal effect; some results filed as inactive show a strong effect at the top dose
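CellTiter-Glo luminescence gave cytotoxicity after 18 hours at 37 degrees C. The cells were HepG2 CAGA-GFP in 1% FBS DMEM, stimulated with 500 pg/mL TGF-beta after compound addition. %Activity was normalised to no-cell wells (complete cell-killing) and DMSO (no toxicity), and curves were fitted and classified.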
IL1B secr inh = inhibitors of inflammasome signaling (IL-1 beta secretion). THP-1 LPS/ATP IL-1B secretion, AlphaLISA, 16 h; active compounds read low. activity change, % at 57.5 µM. actives 4.7% (n = 360,000). AID 743279; in the data active = activity change below about -50%; inconclusive = mostly about -30% to -49%; note: % is set by controls: 0 for no effect and ±100 for the full control effect
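THP-1 cells pretreated 1 hr with compounds (up to 57.5 uM final), then stimulated with LPS (250 ng/mL final) plus ATP (1.25 mM final); secreted IL-1B measured by AlphaLISA after 16 hr, decreased signal indicating inhibition.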
The depositor's hits bear a star; i = inactive; ? = inconclusive; . = not tested or not shown; [ ] = another dose, or the depositor's remark. Unless noted, calls come from the whole dose curve; as a rule, active = well fitted curve in the direction sought with a large enough effect; inconclusive = small, poorly fitted or top-dose-only effect, or another doubt; inactive = no such curve, though single readings can be large; an effect the other way counts as inactive or inconclusive.

SMILES,KB-3-1 tox,HepG2 tox,MCF10A rerep,ATXN viability,SW480 rereplic,HT1080 IDH1KD tx,IL1B secr inh,HT1080-NT tox,ATXN2 expr inh
COC(=O)CC1SCCNC1=O (configuration not stated),?,-1.7%,-12.1%,i,-2.5%,-0.8%,-3.7,13.5%,-2.8%
CCC(CC)CN1C(N(C)C)=NC[C@@H]1CC(C)C,8.5%,-6.7%,9.4%,i,1.5%[9.22 µM],-1.0%,3.1,0.7%,-16.7%
Cc1nn(CC(=O)Nc2nccs2)c(C)c1[N+](=O)[O-],4.5%,5.0%,-3.3%,i,-1.0%,7.5%,15.4,-11.8%,.
C(=N\n1cnnc1)/c1ccc(OC2CSC2)cc1,9.7%,-1.6%,?,i,-30.1%,-2.7%[9.24 µM],-8.6,-24.9%,12.8%
CCOC(=O)Cc1ccc(NC(=O)c2ccc([N+](=O)[O-])cc2)cc1,-16.4%,-12.9%,?,i,-71.8%[inhibitor],-13.3%,9.4,-2.9%,.
CCC(C)NC(=O)c1c(C)oc2ncn(CC(C)C)c(=O)c12 (configuration not stated),21.0%,-1.7%,.,i,.,.,.,.,-0.4%
CCC(=O)c1c[nH]c(C(=O)N2CCOCC2)c1,-26.6%,-3.9%,9.4%,i,-2.1%,8.6%,2.8,10.7%,0.8%
COC(=O)N/N=C/c1c[nH]c2ccccc12,2.8%,-1.3%,0.5%,i,5.1%,14.9%,9.8,8.7%,17.7%
Cc1ccc(N2C(=O)C3C4C=CC(CC4)C3C2=O)cc1Cl (configuration not stated),10.9%,-3.7%,-4.3%,?,-0.2%,5.2%,13.7,3.1%,.
c1ccc2c(CNCCN3CCOCC3)cccc2c1,14.8%,10.2%,-1.0%,i,-4.1%,3.4%[9.24 µM],3.3,9.0%,-1.9%
CC(=O)Nc1sc2c(c1C(c1ccccn1)N1CCN(C)CC1)CCCC2 (configuration not stated),9.1%,2.4%,0.4%,i,-15.2%,0.3%,0.0,7.0%,2.5%[11.3 µM]
COc1nccnc1NS(=O)(=O)c1ccc(NC(=S)NC(=O)c2ccccc2)cc1,-10.9%,-28.9%,-5.5%,i,.,?,7.0,?,-0.7%
Cc1cc(C)cc(C(=O)NCC(=O)OC(C)C(=O)N(C)c2ccccc2)c1 (configuration not stated),0.8%,1.8%,-1.3%,?,6.3%,-0.9%,12.7,-1.8%,.
CC1(C)OC(=O)C(=CNNc2c(Cl)cc(Cl)cc2Cl)C(=O)O1,7.8%,0.1%,-0.8%,.,-13.1%,-3.9%,20.2,0.0%,15.4%
Cc1ccc(-c2cc(-c3ccc(F)cc3)c(C#N)c(N)n2)o1,-8.2%,-13.7%,4.11µM*,i,20.6µM*,?,0.8,-17.0%,12.1%
COc1ccc(CC(=O)N(C)Cc2ccc(OC(F)F)cc2)cc1S(=O)(=O)N1CCOCC1,0.0%,-8.0%,3.0%,i,-13.0%,-1.1%,8.4,-1.7%,.
Cc1ccc(C(NC(=O)CN2C(=O)NC3(CCCC3)C2=O)c2ccccc2)cc1 (configuration not stated),4.7%,-5.7%,-1.5%,i,-10.2%,12.2%,-11.0,2.2%,.
CCc1cc2cc(C)cc(C)c2nc1SCC(=O)NNC(=O)c1ccco1,4.9%,-27.4%,3.2%,i,-9.2%,-3.3%,12.1,-1.5%,-8.1%
C/C(=N\OCc1ccc(C#N)cc1)c1ccc(S(=O)(=O)N(C)C)cc1,-29.0%,-25.4%,17.2%,i,-8.4%,-17.4%,-14.5,-13.2%,-12.8%
CCN(Cc1ccncc1)C(=S)Nc1ccc(Cl)cc1,-7.6%,-6.5%,2.3%,i,0.2%,-10.7%,30.0,-2.8%,-4.1%
CC1=C(C(=O)Nc2ccccc2C(=O)N2CCN(c3ccccc3)CC2)SCCO1,?,-20.5%,.,i,.,12.2%,14.6,-1.3%,.
COCCCNC(=O)CC1C[C@H](C(=O)N(C(C)C)C(C)C)[C@@]2(C)c3[nH]c4ccc(OC)cc4c3CCN2C1=O (some centres not stated),-14.3%,-1.0%,0.5%,i,0.7%,8.2%,-0.2,4.4%,0.2%
Cc1nnc(SCc2cc(=O)[nH]c(Nc3nc(C)c4cc(C)c(C)cc4n3)n2)s1,-5.9%,1.3%,-12.8%,i,-1.9%,15.0%,-10.8,35.8%,-5.2%
COc1cccc(C(=O)N/N=c2\sc3ccccc3n2C)c1,-5.1%,0.7%,3.0%,?,.,19.0%,0.0,8.6%,15.5%
CN(C)/N=C/c1ccc(/C=N/NC(N)=S)o1,-3.0%,-14.0%,6.8%,i,-6.1%,7.4%,8.9,4.4%,5.8%
Cc1ccc2c(c1)N(CC(=O)NCC1CCCO1)C(=O)CO2 (configuration not stated),18.8%,0.4%,-11.4%,i,-8.7%,14.2%,4.9,10.1%,22.4%
c1ccc(-n2ncc3c(NCc4ccc5c(c4)OCO5)ncnc32)cc1,7.8%,-16.1%,?,i,1.5%,?,-4.6,?,60.5%[activator]
CCOc1ccc(NC(=S)N2CCc3cc(OC)c(OC)cc3C2COc2ccc3c(C)cc(=O)oc3c2)cc1 (configuration not stated),-0.1%,-8.7%,0.0%,i,-6.1%,-1.0%,-15.6,-7.4%,-4.5%
CCOc1ccc(NC(=O)CCN2CCN(c3ccccc3OC)CC2)cc1,-7.3%,3.5%,-11.6%,i,1.2%,-3.7%,-22.0,0.4%,-7.5%
COc1cc(CNC2CCCc3ccccc32)cc(OC)c1OC (configuration not stated),2.3%,-23.8%,5.6%,i,-0.2%,-3.8%,-13.3,-10.6%,-17.5%
O=C(CSc1nc(=O)n(Cc2cccnc2)c2c1CCC2)Nc1ccc(F)cc1F,1.9%,-5.4%,.,i,.,.,.,.,0.6%
CC(NS(=O)(=O)/C=C/c1ccccc1)C(=O)NCCc1ccc(S(N)(=O)=O)cc1 (configuration not stated),7.9%,-5.6%,0.5%,i,0.8%,12.8%,-3.6,-2.7%,4.4%
Nc1cc(N)nc(SCC(=O)NCC2CCCO2)n1 (configuration not stated),-4.9%,3.4%,-1.7%,i,0.1%,-3.0%,6.0,-2.4%,0.0%
Cc1nc2nc(C)c(CCC(=O)NC(C)c3ccc4c(c3)OCCO4)c(C)n2n1 (configuration not stated),-0.7%,6.2%,1.7%,i,-4.4%,12.0%,12.7,21.8%,5.4%
Nc1cc(C(=O)O)ccc1N1CCCCC1,8.3%,-1.9%,2.2%,i,-3.7%,14.5%,18.0,18.0%,6.5%
CC(C)N1CCN(Cc2cccn2-c2cccnc2)CC1CCO (configuration not stated),0.0%,-8.2%,-2.5%,i,0.5%,0.8%,0.0,15.6%,.
Nc1ccc(N2CCN(c3cccc(Cl)c3)CC2)cc1,?,-1.5%,15.1%,?,17.3%,0.8%,?,5.7%,?
N=c1c(-c2nc3ccccc3[nH]2)cc(C(=O)c2ccco2)nn1-c1ccccc1,-14.0%,-22.1%,2.3%,?,7.31µM*,-0.4%,0.0,-1.9%,?
CSc1ncccc1C(=O)OCC(=O)NC1CCS(=O)(=O)C1 (configuration not stated),0.3%,23.9%,-1.4%,i,-1.9%,6.9%,-1.7,4.2%,0.0%
CC1=CCC2C(=O)N(c3nc4ccccc4n3C)C(=O)C2C1 (configuration not stated),1.2%,-3.1%,-0.3%,i,-0.7%,2.4%,12.1,-4.4%,0.1%

One compound at a time (already shown):
Results for Nc1ccc(N2CCN(c3cccc(Cl)c3)CC2)cc1 → KB-3-1 tox: ?; HepG2 tox: -1.5%; MCF10A rerep: 15.1%; ATXN viability: ?; SW480 rereplic: 17.3%; HT1080 IDH1KD tx: 0.8%; IL1B secr inh: ?; HT1080-NT tox: 5.7%; ATXN2 expr inh: ?
Results for O=C(CSc1nc(=O)n(Cc2cccnc2)c2c1CCC2)Nc1ccc(F)cc1F → KB-3-1 tox: 1.9%; HepG2 tox: -5.4%; MCF10A rerep: .; ATXN viability: i; SW480 rereplic: .; HT1080 IDH1KD tx: .; IL1B secr inh: .; HT1080-NT tox: .; ATXN2 expr inh: 0.6%

Other records.
SMILES,KB-3-1 tox,HepG2 tox,MCF10A rerep,ATXN viability,SW480 rereplic,HT1080 IDH1KD tx,IL1B secr inh,HT1080-NT tox,ATXN2 expr inh
CCCC(OC(=O)CC1Sc2ccccc2NC1=O)C(=O)NCc1ccco1 (configuration not stated),0.6%,-29.0%,?,i,7.0%,-22.4%,-22.7,-2.5%,4.1%
COCCn1c(SCC(=O)N2CCOCC2)nnc1-c1ccco1,12.0%,-0.3%,-4.5%,i,-6.2%,17.1%,16.0,3.9%,17.5%
Cc1ccccc1OCCC(=O)OCC(=O)NCCNC(=O)COC(=O)CCOc1ccccc1C,0.7%,-6.7%,-4.4%,i,-16.4%,1.6%,14.0,-2.6%,-24.2%
O=C(Nc1cc(C(F)(F)F)ccc1N1CCCC1)C1CCCO1 (configuration not stated),-7.1%,-5.9%,-2.7%,i,0.2%,0.7%,12.8,-3.2%,.
Cc1nc2scc(-c3cccs3)c2c(=O)n1N,2.9%,-18.8%,1.1%,i,-0.8%,-10.3%,-1.0,-0.4%,-25.0%
CC1=C(C(N)=O)C(c2ccccn2)n2nc(SCc3ccccc3)nc2N1 (configuration not stated),19.0%,-4.2%,4.5%,?,-7.9%,6.7%,7.2,3.3%,7.7%
CC(CN1CCCCC1)OC(=O)/C=C/c1ccccc1 (configuration not stated),21.2%,-2.0%,1.0%,i,-20.6%,-1.5%,18.8,5.6%,0.8%
COc1cc(/C=N\NC(=O)c2ccc(=O)[nH]n2)cc(OC)c1OC,-9.9%,2.1%,15.1%,i,-4.8%,26.2%,56.0,13.9%,21.6%

From PubChem BioAssay

An unsorted share of the library. About 8.9% of those tested had a hit in this group.
